M. tuberculosis: growth inhibition of non-replicating M. tuberculosis (AID 488890) | inhibition, % at 25 µM, or IC50 in µM where a hit was titrated | Mycobacterium tuberculosis non-replicating, growth inhibition; higher % means a stronger effect | 0.39% of 320,000 active; in the data active = a potency from the dose series; inconclusive = inhibition mostly from about 82% at the one dose, without a potency; inactive = the rest, 99 in 100 with inhibition below about 76%;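 also: plate controls were DMSO cells for no effect and high antibiotic wells for full effect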
Salmonella PhoP GFP: Inhibition of PhoP regulon, Salmonella typhi GFP reporter cells, confirmation, 4 h (AID 1850); Salmonella Typhi PhoP-promoter GFP reporter, fluorescence, 4 h; higher % means a stronger effect; inhibition, % at 50 µM, or IC50 in µM where a hit was titrated; 0.33% of 310,000 active; in the data active = a potency from the dose series; inconclusive = inhibition mostly from about 25% at the one dose, without a potency; inactive = the rest, 99 in 100 with inhibition below about 19%;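 also: 0% = induced wells with vehicle and 100% = uninduced wells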
influenza NS1A: NS1A inhibition, H1N1 influenza, cell based functional assay (AID 504329). NS1A functional cell-based assay, percent inhibition; higher % means a stronger effect. inhibition, % at 12.5 µM; hits with a dose series show IC50 in µM. 0.3% of 340,000 active; in the data active = a potency from the dose series; inconclusive = inhibition above about 27% without an active follow-up result; also: strong numbers were not always called active
inhibitors of VEEV: inhibitors of VEEV TC-83 cytopathic effect, confirmation, Vero cells (AID 588727); 0.13% of 350,000 active; Vero cells, VEEV TC-83 cytopathic effect inhibition; higher % means a stronger effect; inhibition, % at 20 µM, or IC50 in µM where a hit was titrated; in the data active = a potency from the dose series; inconclusive = inhibition mostly from about 14% at the one dose, without a potency; inactive = the rest, 99 in 100 with inhibition below about 12%; also: strong numbers were not always called active
M. tuberculosis HTS: M. tuberculosis growth inhibition, HTS (AID 449762) | inhibition, % at 25 µM; hits with a dose series show IC50 in µM | M. tuberculosis H37Rv growth inhibition, 7H9 media; higher % means a stronger effect | 0.59% of 330,000 active; in the data active = a potency from the dose series; inconclusive = inhibition above about 70% without an active follow-up result;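 also: bacterial growth assessed after seven days of incubation; strong numbers were not always called active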
inhibitors of VEEV 10K pilot screen: second read-out of inhibitors of VEEV, no call of its own (marks repeat the call); inhibition, %; measured here: 10K pilot screen inhibition
Numbers without * were called inactive; i = inactive; ? = inconclusive; / = no result given.

SMILES	M. tuberculosis	Salmonella PhoP GFP	influenza NS1A	inhibitors of VEEV	M. tuberculosis HTS	others
Cc1cccc2cc(COC(=O)c3ccccn3)c(=O)[nH]c12	1%	10%	-8%	3.5%	-4%
O=[N+]([O-])c1ccc2[nH]c3nc4ccccc4nc3c2c1	-9%	-1%	0%	2.8%	2%
O=C(CSc1nncs1)Nc1ccc2c(c1)OCCO2	2%	2%	-17%	0.2%	-6%
COc1ccc2cc3cc(C(=O)N4CCCCC4C)oc3nc2c1 (centres undefined)	78%	-9%	-10%	12%	6%
CC(=O)N1CCc2cc(S(=O)(=O)NCCC(=O)NC3CCCCCC3)ccc21	3%	1%	3%	i	-2%
COc1ccc(C)cc1NC(=O)CSc1nc(=O)n(CCCN2CCOCC2)c2c1CCCC2	8%	7%	-5%	7.8%	-5%
CC(C)C[C@H](NC(=O)OC(C)(C)C)C(=O)N[C@@H](CO)[C@H](O)[C@@H]1C[C@@H]1C(=O)N1CCCC1	0%	-1%	7%	0.1%	4%
CCCCc1nc2n[nH]c(N)c2c2c1CCC2	8%	8%	-1%	6.7%	-5%
Cc1ccc(C)c(Sc2ccc(NC(=O)CCl)cc2)c1	?	-3%	/	/	?
Cc1ccc(NC(=O)NC(=O)N(C(C)C)S(=O)(=O)c2ccc(C)cc2)cc1	5%	-4%	-9%	0.2%	5%
O=C(c1cc(-c2ccc(F)cc2)on1)N1CCCC1	71%	-6%	5%	3.8%	2%
Cc1ccccc1NC(=O)C(=O)NC(C)CCc1ccccc1 (centres undefined)	21%	1%	-5%	3.0%	5%
Cc1cccc(N=C2c3cc([N+](=O)[O-])ccc3-c3c2cc([N+](=O)[O-])cc3[N+](=O)[O-])c1	/	/	12µM*	5.4%	/
O=C1COc2ccc(C(=O)C[n+]3cccc(O)c3)cc2N1	5%	4%	-7%	i	5%
COc1ccc(Nc2cc(C)nc(N3CCN(C(=O)c4ccc5c(c4)OCO5)CC3)n2)cc1	3%	4%	-9%	5.0%	8%
CC(Cc1cccs1)NC(=S)Nc1ccc(Cl)c(Cl)c1 (centres undefined)	?	-2%	4%	i	3%
Cc1nn(Cc2ccccc2)c(C)c1C=C1C(=O)NC(=O)NC1=O	-6%	-8%	14%	0.8%	2%
Cc1ccc(-c2nc(CS(=O)CC(=O)N3CCC4(CC3)OCCO4)c(C)o2)cc1 (centres undefined)	12%	1%	1%	1.1%	-5%
CCC(CC)C(=O)c1c[nH]c(C(=O)NCc2ccccn2)c1	-1%	-2%	4%	i	-4%
CSc1ccc(C(=O)C2CCCN(C)C2)cc1 (centres undefined)	7%	-5%	-8%	0.8%	9%
COc1cc2c(cc1NC(=O)COC(=O)[C@@H](NC(=O)c1ccccc1)C(C)C)oc1ccccc12	12%	-6%	-5%	?	?
O=C(NCCCN1CCCC1)c1ccc(Cn2c(=S)[nH]c3ccc(Br)cc3c2=O)cc1	35%	-2%	/	/	?
O=C(Cn1c(=O)cnc2ccccc21)NCC(=O)Nc1ccc(F)c(F)c1	-1%	1%	-1%	i	-5%
Cc1ccc(S(=O)(=O)n2[nH]c(=O)cc2NC(=O)c2cccs2)cc1	-2%	3%	/	/	23%
CCN(C(=O)COC(=O)C12CC3CC(CC(NC(C)=O)(C3)C1)C2)C1CCCCC1	/	/	-4%	1.6%	/

The list goes on, starting with the last 2 of the part before.
SMILES	M. tuberculosis	Salmonella PhoP GFP	influenza NS1A	inhibitors of VEEV	M. tuberculosis HTS	others
Cc1ccc(S(=O)(=O)n2[nH]c(=O)cc2NC(=O)c2cccs2)cc1	-2%	3%	/	/	23%
CCN(C(=O)COC(=O)C12CC3CC(CC(NC(C)=O)(C3)C1)C2)C1CCCCC1	/	/	-4%	1.6%	/
O=C(NC1CCCCC1)c1ccccc1NC(=S)NC(=O)C1CCC1	44%	-2%	-8%	0.1%	2%
O=C(COc1ccccc1Cl)c1ccc[nH]1	6%	-12%	8%	0.7%	-2%
CC(C)(C)c1ccc(-c2nc(C#N)c(N3CCC(C(N)=O)CC3)o2)cc1	40%	1%	7%	4.7%	69%
Cc1csc(NS(=O)(=O)c2cccc([N+](=O)[O-])c2)n1	19%	-13%	3%	1.0%	1%
CCN1C(=O)C2(C(C(=O)c3ccc(C)o3)=C(O)C(=O)N2CCCN2CCOCC2)c2ccccc21 (centres undefined)	12%	14%	-2%	i	2%
CCCCn1c(N)c(NCCC(C)C)c(=O)[nH]c1=O	6%	0%	3%	0.7%	-14%
C/C(=N\Nc1nc(N)cc(Cl)n1)c1ccc(Cl)c(Cl)c1	2%	-12%	4%	4.5%	13%
COc1ccc(CN2CCC(C(=O)c3ccc(F)cc3)CC2)cc1	-1%	-2%	1%	0.4%	2%
CCCC(=O)NC(c1ccco1)c1cc(Cl)c2cccnc2c1O (centres undefined)	9%	-13%	-11%	12%	2%
COC(=O)/C=C/c1ccc(-n2cncn2)cc1	-10%	-3%	10%	0.2%	-2%
Nc1c(N(CCC2=CCCCC2)C(=O)Cc2ccccc2F)c(=O)[nH]c(=O)n1Cc1ccccc1	35%	/	-11%	8.2%	0%
Cc1ccccc1Cn1nnc(-c2cccc(C(=O)O)c2)n1	17%	-10%	18%	2.0%	-9%
COC(=O)c1ccc(-c2ccc(/C=N/N3C(=O)C4C5C=CC(C6CC56)C4C3=O)o2)cc1 (centres undefined)	77%	-1%	16%	13%	15%
CO/N=C(\c1nonc1N)N1CCN(c2ccc(Cl)cc2[N+](=O)[O-])CC1	13%	-4%	4%	1.8%	9%
Cn1c(C(=O)NC2CCCCCC2)cc2c(=O)n(C)c3ccccc3c21	-20%	-16%	-8%	3.0%	-4%
C=CCNC(=O)C1CCN(c2ccc(S(=O)(=O)N3CCOCC3)cc2[N+](=O)[O-])CC1	1%	0%	-16%	0.8%	2%
O=C(CCl)Nc1cccn2ncnc12	?	-31%	-10%	12%	1.4µM*
CC(C)CNC(CC(=O)Nc1cccc([N+](=O)[O-])c1)C(=O)O (centres undefined)	8%	0%	-20%	1.8%	2%
c1ccc(C2OCCN3CCCCC23)cc1 (centres undefined)	-6%	-8%	-1%	i	0%
CC(C)[C@H](NS(=O)(=O)c1cccc(Cl)c1)C(=O)OCC(=O)NC(=O)CN1CCCC1=O	-14%	/	-7%	0.8%	-9%
NC(=O)c1ccc(NC(=O)c2cnc3ccccc3n2)cc1	-8%	1%	2%	i	6%
CN(C)CCCNc1c2c(nc3ccccc13)CCC2	20%	5%	-4%	1.1%	8%
COc1ccc(C(=O)Nc2cccc3cccnc23)cc1OC	5%	-7%	7%	i	9%
CCCSCCCNC(=O)Cn1cc2c(n1)CCCCC2	43%	6%	2%	1.2%	-7%
Cc1cccc(NCC(=O)NNC(=S)Nc2ccccc2)c1	40%	-4%	5%	1.8%	1%

The final seven entries of the section before come first, to join the parts:
SMILES	M. tuberculosis	Salmonella PhoP GFP	influenza NS1A	inhibitors of VEEV	M. tuberculosis HTS	others
c1ccc(C2OCCN3CCCCC23)cc1 (centres undefined)	-6%	-8%	-1%	i	0%
CC(C)[C@H](NS(=O)(=O)c1cccc(Cl)c1)C(=O)OCC(=O)NC(=O)CN1CCCC1=O	-14%	/	-7%	0.8%	-9%
NC(=O)c1ccc(NC(=O)c2cnc3ccccc3n2)cc1	-8%	1%	2%	i	6%
CN(C)CCCNc1c2c(nc3ccccc13)CCC2	20%	5%	-4%	1.1%	8%
COc1ccc(C(=O)Nc2cccc3cccnc23)cc1OC	5%	-7%	7%	i	9%
CCCSCCCNC(=O)Cn1cc2c(n1)CCCCC2	43%	6%	2%	1.2%	-7%
Cc1cccc(NCC(=O)NNC(=S)Nc2ccccc2)c1	40%	-4%	5%	1.8%	1%
Cc1cc(C(=O)OCC(=O)Nc2cc(S(=O)(=O)N(C)C)ccc2Cl)c2ccccc2n1	2%	2%	-3%	0.3%	-5%
Cc1cnn(Cc2ccccc2)c1N	-12%	1%	-11%	i	-8%
CCCCN(C(=O)C1CC(=O)N(c2ccc3c(c2)OCCO3)C1)c1c(N)n(CCCC)c(=O)[nH]c1=O (centres undefined)	/	2%	9%	0.8%	0%
CCOc1ccc(OCCC(=O)OCC(=O)Nc2ccc(C)c(S(=O)(=O)N3CCCCC3)c2)cc1	-2%	8%	-4%	0.7%	10%
COc1ccc(CCNC(=O)CN(C)S(=O)(=O)c2cccs2)cc1OC	7%	-10%	-11%	0.4%	-3%
O=c1[nH]c2ccccc2c(O)c1SCCO	9%	1%	1%	0.6%	9%	inhibitors of VEEV 10K pilot screen=0.6
Cc1ccc(-c2nc3cccnc3o2)cc1NC(=O)COc1ccc(Cl)cc1C	-4%	4%	4%	0.7%	-2%
NS(=O)(=O)c1ccc(NC(=O)c2ccc3c(c2)OCO3)cc1	-6%	-10%	-30%	i	-2%
CC(C)N(C(=O)COC(=O)Cn1cnc2ccccc21)c1ccccc1	/	/	-12%	1.4%	/
CN(C(=O)CSc1nnc(C2CC2)n1C1CC1)C1(C#N)CCCCC1	-11%	/	-6%	4.8%	-1%
CCN1C[C@@H]2[C@@H]3C(=O)N(C)C(=O)[C@@H]3[C@](Cc3ccccc3)(C1=O)N2C(=O)c1ccc(C(C)(C)C)cc1	/	/	-4%	0.6%	/
COC(=O)C1=NNC2C(=O)N(C3CCCCC3)C(=O)C12 (centres undefined)	-14%	-17%	-4%	i	1%
CCOC(=O)C1CCCN(C(=O)c2cccc(N3C(=O)c4ccccc4C3=O)c2)C1 (centres undefined)	0%	/	1%	0.2%	-15%
COc1cc2nc(C3CC3)n(NC(=O)c3ccc(Cl)cc3)c(=O)c2cc1OC	14%	0%	-4%	3.7%	0%
Cc1nc2scc(C)n2c(=O)c1S(=O)(=O)N1CCN(c2ccccc2F)CC1	6%	1%	-1%	1.5%	-1%
CC(C)CC(=O)NC(=S)Nc1ccc(N2CCOCC2)cc1	?	-3%	-1%	i	13%
CC(C)(C)C(=O)Nc1sc2c(c1C#N)CCCCC2	13%	-10%	8%	i	-4%
Cc1ccc(C)c(N2CCN(C(=O)CN(C)S(=O)(=O)c3ccc4c(c3)CCC(=O)N4)CC2)c1	/	2%	4%	2.1%	-5%
Cc1c(C(=O)NC2CC2)oc2ccc(S(=O)(=O)N3CCCCCC3)cc12	34%	-2%	5%	6.7%	-2%
FC(F)Sc1ccc(-n2cc(-c3ccc(Cl)cc3)[n+]3c2CCC3)cc1	-3%	2%	5%	i	1%
N#CCCn1ncc2ccccc21	-19%	41%	1%	1.1%	2%
CC(C)CC(=O)n1sc(NC(=O)c2ccccc2)nc1=O	49%	1%	-8%	0.2%	-6%
CC(CO)(CO)NC(=O)c1ccc(=O)[nH]n1	-8%	10%	-10%	7.7%	13%
Cc1cnc(CNC(=O)CC2C(=O)NCCN2Cc2cccc(F)c2F)cn1 (centres undefined)	-8%	-9%	4%	1.4%	-2%
COc1cc(C2(C#N)CCN(C)CC2)cc(OC)c1OC	/	/	8%	i	/

New compounds follow.
SMILES	M. tuberculosis	Salmonella PhoP GFP	influenza NS1A	inhibitors of VEEV	M. tuberculosis HTS	others
O=C(Nc1ccc2c(c1)OCCO2)N1CCN(Cc2ccccc2)CC1	8%	10%	6%	i	7%
Fc1ccc(CSc2ccc(-c3ccc4c(c3)OCO4)nn2)cc1	61%	-11%	-3%	i	2%
COc1cc(C(=O)NCc2ccc(S(N)(=O)=O)cc2)ccc1OCC(=O)Nc1cccc(C(F)(F)F)c1	-10%	-5%	-16%	1.8%	3%
N=c1c(S(=O)(=O)c2ccc(Cl)cc2)cc2c(=O)n3ccccc3nc2n1Cc1ccco1	19%	8%	-6%	1.5%	0%
CC(CC(=O)O)CC(=O)Nc1ccc(Br)cc1 (centres undefined)	-7%	-23%	-4%	0.4%	-2%
C/C(=N\NC(=O)c1ccc2nc[nH]c2c1)c1ccc([N+](=O)[O-])cc1	1%	0%	/	/	-10%
COc1ccc(N2C(C(C)=O)=NN(c3ccccc3)C2c2cccs2)cc1 (centres undefined)	49%	3%	-2%	5.0%	0%
CCc1cc(=O)[nH]c(SCC(=O)NCc2ccc3c(c2)OCO3)n1	12%	-4%	-9%	1.7%	-2%
CC1CCN(S(=O)(=O)c2ccc(C(=O)NC3CCS(=O)(=O)C3)cc2)CC1 (centres undefined)	-9%	3%	-13%	1.2%	-3%
CN1CCN(C(=O)NC2CCCN2S(=O)(=O)c2ccc(Cl)cc2)CC1 (centres undefined)	-1%	0%	-3%	i	-2%
O=C(Nc1c(F)cc(F)cc1Br)c1cccnc1	-9%	7%	1%	0.8%	-12%
NC(=O)COC(=O)c1ccccc1SCC(=O)NC1CCCCCCC1	10%	-7%	3%	0.8%	-1%

Screens from PubChem.
